# Vc quorum ag: inducers of Vibrio cholerae quorum light production without autoinducers; V. cholerae BH1578 lux reporter, luminescence, 6 h; 0.16% of 350,000 active; activation, % at 18.7 µM; in the data active = activation mostly above about 9.7%, no sharp cut-off; note: not every result past the cut was called active; inactives centre near 0; reference of the scale not given here
# PrPC surface inh: reduces human prion protein on the cell surface. P04156. cell surface PrPC, TR-FRET read-out. inhibition, % at 13.8 µM. 0.43% of 370,000 active. AID 720596; in the data active = inhibition above about 24%; note: 0% = median of the test wells and 100% = reference compound wells
# Yp Topo-I inh: blocks Yersinia pestis topoisomerase I activity; Y. pestis Topo-I cleavage product accumulation, plate reader; activity, % at 10 µM; 0.064% of 360,000 active; AID 504884; in the data active = activity above about 50%, passing the limit was not always enough; note: inactives centre near 2
# VHR inh abs: inhibitors of human VHR1 phosphatase (DUSP3). recombinant VHR phosphatase, pNPP absorbance. inhibition, % at 13.3 µM. 0.52% of 290,000 active; in the data active = inhibition above about 50%; note: some compounds called inactive have numbers as strong as hits
# MazEF act: MazEF (E. coli) toxin RNase activation. activation, % at 20 µM. P0AE70. AID 504720. FAM/BHQ RNA-DNA oligo cleavage fluorescence, 5 h. 0.32% of 350,000 active; in the data active = activation above about 50%
# Target sequence (P0AE70 whole entry, looked up): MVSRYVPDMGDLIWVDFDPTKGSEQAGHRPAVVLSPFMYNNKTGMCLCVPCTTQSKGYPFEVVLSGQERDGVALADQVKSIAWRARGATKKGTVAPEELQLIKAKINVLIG
# CCHF vOTU inh: blocks the CCHF virus ovarian tumor domain protease; 0.55% of 370,000 active; CCHFV vOTU protease, Pep-AMC fluorescence; inhibition, % at 11.5 µM; in the data active = inhibition above about 30%; note: 0% = vehicle wells with enzyme and 100% = no enzyme wells
# Rv3671c protease: inhibits the M. tuberculosis serine protease Rv3671c; P9WHR9; inhibition, % at 5.96 µM; 0.048% of 320,000 active; in the data active = inhibition above about 38%;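 note: extracellular domain of Rv3671c used as enzyme; 0% = enzyme with DMSO and 100% = no enzyme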
# Target sequence (P9WHR9 whole entry, looked up, the tested form may be a part): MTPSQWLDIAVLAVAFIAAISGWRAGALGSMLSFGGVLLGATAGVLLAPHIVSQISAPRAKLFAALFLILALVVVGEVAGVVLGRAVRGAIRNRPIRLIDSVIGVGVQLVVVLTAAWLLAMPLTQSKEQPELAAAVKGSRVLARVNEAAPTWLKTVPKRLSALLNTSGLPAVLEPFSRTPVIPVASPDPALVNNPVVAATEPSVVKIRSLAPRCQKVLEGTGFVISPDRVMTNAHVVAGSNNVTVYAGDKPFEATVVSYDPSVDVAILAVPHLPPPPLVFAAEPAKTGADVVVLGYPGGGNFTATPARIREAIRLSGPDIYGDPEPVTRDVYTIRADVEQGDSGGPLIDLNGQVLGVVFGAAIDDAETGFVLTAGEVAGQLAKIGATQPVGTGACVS
# SSB-PriA inh: K. pneumoniae PriA-SSBct interaction inhibition; AlphaScreen SSBct-PriA binding, biotinylated peptide; 0.6% of 430,000 active; AID 1272365; inhibition, % at 33 µM; in the data active = inhibition mostly above about 37%, no sharp cut-off; inactive = mostly below about 20%;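 note: plate controls were negative control peptide for no effect and reference peptide for full effect; strong numbers were not always called active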
# TcdB inh: inhibitors of Clostridioides difficile toxin B glycohydrolase | P18177 | TcdB glycohydrolase enzymatic assay, plate reader | inhibition, % at 9.99 µM | 0.24% of 350,000 active; in the data active = inhibition above about 10%
# 3CLpro inhibitor: SARS-CoV 3CLpro protease inhibition; recombinant SARS-CoV 3CLpro, quenched FRET peptide cleavage; inhibition, % at 6 µM; 0.14% of 290,000 active; in the data active = inhibition above about 12%
# Active calls of the source: *; i = inactive; . = no result given.
SMILES,Vc quorum ag,PrPC surface inh,Yp Topo-I inh,VHR inh abs,MazEF act,CCHF vOTU inh,Rv3671c protease,SSB-PriA inh,TcdB inh,3CLpro inhibitor
O=C(NC1CC1)C1=C[C@@H](c2ccccc2)C[C@@H](OCc2ccc(CO)cc2)O1,-1.0,5.7,14.0,18.7,2.0,-0.6,11.9,-5.1,1.7,.
Cc1cccc(CCN2C(N(C)C)=NC[C@@H]2CC(C)C)c1,-0.7,19.7,3.6,.,7.2,-7.8,-0.3,-19.6,1.6,.
Nc1nonc1OCCc1ccccc1,0.2,5.0,6.4,-5.8,5.4,7.1,4.0,-4.1,.,-5.3
CCN(CC)S(=O)(=O)c1ccc(N2C(=O)CC2(/C=C/c2ccccc2)C(=O)NC2CCCC2)cc1 (stereo unspecified),2.4,6.2,13.8,1.3,2.1,7.5,1.3,-8.6,-0.3,3.4
O=C(CSc1ccccc1)Nc1ccccc1C(=O)N1CCCC1,i,5.1,4.3,10.6,5.4,7.3,-0.4,-10.4,-0.3,-3.4
c1ccc(CNCCC(Cc2ccccc2)c2ccco2)cc1 (stereo unspecified),-0.4,-5.5,15.2,-4.0,-6.4,6.8,9.8,-1.9,-1.3,-3.9
Cc1nc2nc(-c3ccc(Cl)cc3)[nH]n2c(=O)c1Cc1ccccc1,i,6.5,3.3,-18.5,6.7,0.2,3.0,-5.3,.,1.1
CCn1c(SCC(=O)NCc2ccco2)nc2c1c(=O)n(C)c(=O)n2C,-0.4,5.2,-0.1,32.7,8.3,-9.6,-3.6,-8.0,.,1.2
O=C(CCNC(=O)c1ccccc1Cl)Nc1cc(S(=O)(=O)N2CCOCC2)ccc1N1CCOCC1,i,1.5,7.4,19.1,11.3,-11.2,5.3,-7.7,0.6,-0.5
Cc1ccc(Nc2ncnc3c2nnn3Cc2ccccc2)cc1,-0.5,19.6,8.4,-9.3,0.8,1.2,-6.7,-5.4,0.7,0.6
CCc1c(C)nc2ncnn2c1Nc1ccc(C(C)=O)cc1,i,5.6,-7.8,41.6,-7.4,12.0,-1.3,-7.1,.,-1.5
CCOC1CCc2c(C)nc(N)nc2S1 (stereo unspecified),i,0.0,7.3,-5.1,-1.0,2.9,7.2,-0.4,2.4,-2.4

# Part of the list above, tab-delimited:
smiles	Vc quorum ag	PrPC surface inh	Yp Topo-I inh	VHR inh abs	MazEF act	CCHF vOTU inh	Rv3671c protease	SSB-PriA inh	TcdB inh	3CLpro inhibitor
O=C(NC1CC1)C1=C[C@@H](c2ccccc2)C[C@@H](OCc2ccc(CO)cc2)O1	-1.0	5.7	14.0	18.7	2.0	-0.6	11.9	-5.1	1.7	.
Cc1cccc(CCN2C(N(C)C)=NC[C@@H]2CC(C)C)c1	-0.7	19.7	3.6	.	7.2	-7.8	-0.3	-19.6	1.6	.
Nc1nonc1OCCc1ccccc1	0.2	5.0	6.4	-5.8	5.4	7.1	4.0	-4.1	.	-5.3
CCN(CC)S(=O)(=O)c1ccc(N2C(=O)CC2(/C=C/c2ccccc2)C(=O)NC2CCCC2)cc1 (stereo unspecified)	2.4	6.2	13.8	1.3	2.1	7.5	1.3	-8.6	-0.3	3.4
O=C(CSc1ccccc1)Nc1ccccc1C(=O)N1CCCC1	i	5.1	4.3	10.6	5.4	7.3	-0.4	-10.4	-0.3	-3.4
c1ccc(CNCCC(Cc2ccccc2)c2ccco2)cc1 (stereo unspecified)	-0.4	-5.5	15.2	-4.0	-6.4	6.8	9.8	-1.9	-1.3	-3.9
Cc1nc2nc(-c3ccc(Cl)cc3)[nH]n2c(=O)c1Cc1ccccc1	i	6.5	3.3	-18.5	6.7	0.2	3.0	-5.3	.	1.1
CCn1c(SCC(=O)NCc2ccco2)nc2c1c(=O)n(C)c(=O)n2C	-0.4	5.2	-0.1	32.7	8.3	-9.6	-3.6	-8.0	.	1.2
O=C(CCNC(=O)c1ccccc1Cl)Nc1cc(S(=O)(=O)N2CCOCC2)ccc1N1CCOCC1	i	1.5	7.4	19.1	11.3	-11.2	5.3	-7.7	0.6	-0.5
Cc1ccc(Nc2ncnc3c2nnn3Cc2ccccc2)cc1	-0.5	19.6	8.4	-9.3	0.8	1.2	-6.7	-5.4	0.7	0.6

# Next section.
SMILES,Vc quorum ag,PrPC surface inh,Yp Topo-I inh,VHR inh abs,MazEF act,CCHF vOTU inh,Rv3671c protease,SSB-PriA inh,TcdB inh,3CLpro inhibitor
NC(=O)c1ccccc1NS(=O)(=O)Cc1ccc(Cl)cc1,i,3.0,-3.5,-18.0,-2.2,-31.4,-1.2,0.3,4.3,6.4
Cc1cc(C(=O)NC2CC2)c2ccccc2n1,-2.8,1.8,0.6,20.6,0.3,12.7,-1.0,1.5,1.0,-1.7
CCn1c(=O)n(CC)c2cc(S(=O)(=O)N3CCCCC3)c(C)cc21,-2.8,3.2,2.7,43.9,5.0,8.9,-10.1,-3.1,.,7.2
COc1ccccc1Nc1nn2c(=O)c3ccc(C(=O)N4CCC(C)CC4)cc3nc2s1,i,2.4,1.5,11.4,-1.9,11.0,-19.0,-7.6,1.1,0.9
CC(=O)NN1C(=O)c2ccccc2NC1c1ccccc1O (stereo unspecified),i,-2.3,2.5,10.4,-6.9,-41.2,-0.7,-12.0,0.8,1.6
CCCC(=O)C1CCN(Cc2ccccc2)CC1,-0.3,-9.4,4.6,31.8,-4.5,4.0,10.3,-6.3,.,4.0
CC(C)C(CCN1C(=O)CCC1=O)C1CCOC(C)(C)C1 (stereo unspecified),i,-6.0,2.2,-2.4,-18.5,-15.7,-3.5,-13.2,.,2.1
CC1CCCN(C(=O)COC(=O)C2=COCCO2)C1 (stereo unspecified),i,4.9,2.5,.,-1.7,-2.6,0.4,0.7,1.0,.
Cn1c(C(=O)N2CCC(C(=O)NCc3ccccc3)CC2)cc2sccc21,i,6.2,24.6,9.7,-1.4,2.2,4.3,0.8,0.4,-0.2
Cc1ccc(OCC(=O)N2CCCCCCC2)cc1,0.4,-7.9,14.7,6.1,4.5,0.9,-6.4,-7.8,0.8,1.7
COc1cc2ncnc(NCCCN3CCOCC3)c2cc1OC,-0.9,-3.3,3.9,20.5,0.7,9.6,3.4,-0.3,-1.6,-4.7
CCCOC(=O)c1ccc(NC(=O)c2cc(OC)c(OC)c(OC)c2Br)cc1,3.0,5.4,18.2,-13.1,0.2,6.0,-8.4,-9.8,.,5.5
COc1ccc(NC(=O)CN2C(=O)c3cccc4cccc2c34)c(OC)c1,i,-13.3,11.8,27.3,-2.8,20.6,-0.3,4.8,.,-4.1

# Screening results: PubChem BioAssay, several laboratories

# Some of the compounds tested, so the mix of outcomes need not match the whole.
